# TDP1 block: blocks human tyrosyl-DNA phosphodiesterase 1 | AID 485290 | hit rate 0.28% among 350,000 | recombinant TDP1, AlphaScreen DNA substrate cleavage | Potency, µM (top dose mostly 130 µM), for the others: top-dose activity change, negative = inhibition, most hits filed as inhibitors; also: nearly all actives have a fitted effect of over 40% in size
# Target sequence (Q9NUW8 whole entry, looked up): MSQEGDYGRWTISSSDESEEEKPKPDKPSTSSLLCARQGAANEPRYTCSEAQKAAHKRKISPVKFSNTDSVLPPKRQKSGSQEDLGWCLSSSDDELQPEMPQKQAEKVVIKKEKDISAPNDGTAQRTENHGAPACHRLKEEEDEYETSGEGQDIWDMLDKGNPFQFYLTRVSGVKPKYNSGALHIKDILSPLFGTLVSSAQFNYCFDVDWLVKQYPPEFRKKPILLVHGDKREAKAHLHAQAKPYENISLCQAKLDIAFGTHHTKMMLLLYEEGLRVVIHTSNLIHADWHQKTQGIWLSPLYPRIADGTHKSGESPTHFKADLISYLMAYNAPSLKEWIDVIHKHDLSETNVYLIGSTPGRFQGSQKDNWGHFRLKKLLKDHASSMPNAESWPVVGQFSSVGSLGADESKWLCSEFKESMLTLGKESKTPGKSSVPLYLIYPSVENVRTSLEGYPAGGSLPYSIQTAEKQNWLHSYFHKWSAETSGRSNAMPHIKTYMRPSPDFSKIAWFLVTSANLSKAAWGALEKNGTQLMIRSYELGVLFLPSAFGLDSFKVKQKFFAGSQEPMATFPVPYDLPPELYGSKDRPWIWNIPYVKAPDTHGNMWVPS
#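 Recombinant human Tdp1 (E. coli-expressed, 1 nM final) preincubated with compounds 15 min at room temperature, then 5'-biotin/3'-phosphotyrosine-FITC DNA substrate (15 nM final) added for 5 min. AlphaScreen beads (10 ug/ml final) added 10 min; cleavage lowers signal.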
# DT40 TDP1 no CPT: qHTS for Inhibitors of human tyrosyl-DNA phosphodiesterase 1 (TDP1): qHTS in cells in absence of CPT; DT40 Tdp1-/- hTDP1 cells, no CPT, ATP luminescence, 48 h; Potency, µM (doses to about 46.2 µM), for inactives: at the top dose activity change, negative = growth inhibition, most hits filed as inhibitors; hit rate 15% among 420,000; also: nearly all actives have a fitted effect of over 55% in size
#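 Readout: luminescence from CellTiter-Glo after 30 min in the dark at RT. Cells: DT40 Tdp1-/- with stable hTDP1, 400/well. Exposure: compounds alone, ≥48 hr, 37 °C.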
# An asterisk follows results filed as active; ? = inconclusive; / = not tested or not shown; & = joins results of further samples. Calls follow the shape of the dose curve; as a rule, active = well fitted curve in the direction sought with a large enough effect; inconclusive = small, poorly fitted or top-dose-only effect, or another doubt; inactive = no such curve, though single readings can be large; an effect the other way counts as inactive or inconclusive. % is scaled to controls: 0 for no effect and ±100 for the full control effect; potency is read from the fitted curve at half-maximal effect. This is a subset (hit frequency here may not be typical).
# Results follow in this order: DT40 TDP1 no CPT | TDP1 block
- O=C(Cn1cc(CNC(=O)C2CCCCC2)nn1)Nc1cc(C(F)(F)F)ccc1Cl
    / | -4%&-4%
- Cn1ccc2cc(S(=O)(=O)N3CCN(C(=O)Nc4cccc(F)c4)CC3)ccc21
    / | 1%
- COCCCNC(=O)C1CCCN(C(=O)c2cnn(-c3ccc(F)cc3)c2-n2cccc2)C1 (configuration not stated)
    / | 0%
- CN(C)S(=O)(=O)c1ccc2c(c1)N(CC(=O)N1CCCCC1)CCS2
    / | 3%
- CCOC(=O)c1noc2ncn(CC(=O)Nc3ccccc3OC)c(=O)c12
    / | 3%
- Cc1ccc(NC(=O)c2cc3c(-c4ccccc4)nn(-c4ccccc4)c3s2)cc1
    / | 6%
- O=C(O)CN1C(=O)/C(=C/c2ccc(-c3cccc(Cl)c3)o2)SC1=S
    / | 5%
- Cc1ccc(-c2nc(C)c(CCNC(=O)C(=O)Nc3cc(C)ccc3C)s2)cc1
    / | 7%
- COc1ccc(CN(Cc2ccccc2)C(=O)c2ccc(OC)cc2O)cc1
    / | -14%
- CCn1cnc2c(Nc3cccc(Cl)c3)nc(C#N)nc21
    / | 0%&0%
- CC(=O)Nc1cccc(S(=O)(=O)N2CCN(S(=O)(=O)c3c(F)cccc3F)CC2)c1
    / | 0%
- O=C(c1ccc(F)cc1)n1nc(-c2ccccc2)nc1NCc1ccco1
    / | 0%
- Cc1ccc(N2C(=O)CSC23C(=O)Nc2ccccc23)cc1F (configuration not stated)
    / | 8%
- COc1cc(NC(=O)C2CCN(S(=O)(=O)c3ccc4c(c3)CCCC(=O)N4)CC2)cc(OC)c1
    / | 1%
- CCOC(=O)c1noc2ncn(CC(=O)Nc3cc(Cl)ccc3OC)c(=O)c12
    / | 7%
- O=C(OCC#CCSc1nnc(-c2ccc(Cl)cc2)o1)c1ccc(F)cc1
    / | -8%
- CCOc1cc(C(=O)N2CCn3c4c(c5cc(C)ccc53)CCCC42)cc(OCC)c1OCC (configuration not stated)
    / | 6%
- CCc1ccc(NCc2cc3ccc(OC)cc3n(CC(=O)Nc3cccc(Cl)c3C)c2=O)cc1
    / | 0%
- N#Cc1nc(Nc2ccc(C(F)(F)F)cc2)nc(NC2CCCC2)n1
    / | 0%
- CCOC(=O)c1c(N)n(-c2ccc(C)c(C)c2)c2nc3ccccc3nc12
    / | 3%
- Cc1cccc(-c2nc(C)c(CCNC(=O)C(=O)Nc3cccc(Cl)c3C)s2)c1
    / | 1%
- COc1ccc(-c2nc(C)c(CCNC(=O)C(=O)Nc3cccc(F)c3)s2)cc1OC
    / | 2%
- Cc1c(P(=S)(c2ccccc2)c2ccccc2)c2ccccc2n1C(=O)Cc1ccccc1
    / | 0%
- O=C1CC(c2ccco2)CC2=C1C(c1cccnc1)n1nc(C(F)(F)F)nc1N2 (configuration not stated)
    / | 4%
- Cc1cc2nn(-c3ccc(F)cc3)nc2cc1NC(=O)c1ccc(OC(C)C)cc1
    / | 7%
- O=C1CCc2cc(S(=O)(=O)Nc3ccc4ccccc4c3)ccc2N1
    / | 2%
- O=C(OCC#CCSc1nnc(-c2ccc3ccccc3c2)o1)c1cccs1
    / | -3%
- COc1ccc(C2c3ccc(OCc4ccccc4)cc3Oc3ncn(CCN4CCOCC4)c(=N)c32)cc1OC (configuration not stated)
    / | 5%
- Cc1cc(Cl)ccc1OCC(=O)Nc1c(Cl)ccc2nsnc12
    / | -1%
- O=C(Nc1cc(C(F)(F)F)ccc1Cl)[C@H](O)CCc1ccccc1
    / | -7%
- COC(=O)c1c(NC(=O)c2cc3ccccc3c(=O)o2)sc2c1CCCC2
    / | 4%
- Cc1ccc(NS(=O)(=O)c2ccc3c(c2)CCC(=O)N3)cc1Cl
    / | -4%
- CCOc1ccc(CNC(=O)c2c(C)nn(-c3ccc(F)cc3)c2-n2cccc2)cc1
    / | 3%
- O=C(CN1C(=O)COc2ccc(S(=O)(=O)N3CCOCC3)cc21)N1CCN(c2cccc(C(F)(F)F)c2)CC1
    / | 12%
- COc1cccc(NC(=O)CN2C(=O)CC(c3ccco3)Sc3ccccc32)c1 (configuration not stated)
    / | -4%
- COc1cccc(CNC(=O)CCNS(=O)(=O)c2ccc3c(c2)CCCC(=O)N3)c1
    / | 5%
- CCCCOc1ccc(C(=O)NCCc2sc(-c3ccc(OC)c(OC)c3)nc2C)cc1
    / | 5%
- N#Cc1nc(Nc2cccc([N+](=O)[O-])c2)nc(NC2CCCC2)n1
    / | 4%
- CCOc1ccc(OCC)c(S(=O)(=O)N2CCN(c3cccc(C)c3C)CC2)c1
    / | 3%
- O=C1CCCC2=C1C1(CCCC1)N=C(Nc1nc3cc(Br)ccc3o1)N2
    / | 0%

# An excerpt of these results, with each value named:
O=C(Cn1cc(CNC(=O)C2CCCCC2)nn1)Nc1cc(C(F)(F)F)ccc1Cl
  DT40 TDP1 no CPT: / | TDP1 block: -4%&-4%
Cn1ccc2cc(S(=O)(=O)N3CCN(C(=O)Nc4cccc(F)c4)CC3)ccc21
  DT40 TDP1 no CPT: / | TDP1 block: 1%
COCCCNC(=O)C1CCCN(C(=O)c2cnn(-c3ccc(F)cc3)c2-n2cccc2)C1 (configuration not stated)
  DT40 TDP1 no CPT: / | TDP1 block: 0%

# Later entries:
# Results follow in this order: DT40 TDP1 no CPT | TDP1 block
- COC(=O)c1ccc(NC(=O)CCn2cnnn2)c(C)c1
    / | -2%
- CCOC(=O)c1cc(OC(=O)c2cccc(F)c2)n(-c2ccccc2)n1
    / | -2%
- COc1cccc(CN2C(=O)C3(SCC(=O)N3c3ccc(F)cc3)c3ccccc32)c1 (configuration not stated)
    / | 6%
- COc1ccc(-c2nc3ccccc3s2)cc1NC(=O)COc1ccccc1C
    / | 3%
- O=C(CN1C(=O)C2(SCC(=O)N2c2ccccc2)c2ccccc21)NCCc1ccccc1 (configuration not stated)
    / | 0%
- C=CCc1cccc2cc(C(=O)NCCc3c(C)[nH]c4c(C)cccc34)c(=O)oc12
    / | 10%
- O=C(OCc1ccccc1Cl)c1ccc(-c2nnn(Cc3ccccc3Cl)n2)cc1
    / | 8%
- COc1cccc(C2c3c(ncn(Cc4cccs4)c3=N)Oc3ccc4ccccc4c32)c1 (configuration not stated)
    / | 5%
- Cc1ccc(S(=O)(=O)N2CCN(c3nc(C#N)nc4ccccc34)CC2)cc1
    / | -1%
- CC(=O)c1ccc(N2CCN(C(=O)c3cc4c(s3)-c3ccccc3OC4)CC2)cc1
    / | -2%
- Cc1ccc2c(c1)C(=O)OC(C(=O)Nc1ncc(Cc3ccccc3Cl)s1)C2 (configuration not stated)
    / | -3%
- CCOC(=O)Cn1c(=O)n(-c2ccccc2OC)c2nc(-c3cccc(F)c3)nc(C(N)=O)c21
    / | 8%
- CCn1c(=N)n(CC(O)COc2ccccc2)c2ccccc21 (configuration not stated)
    / | 2%
- O=C(O)Cc1cc(F)c(S(=O)(=O)N2CCN(S(=O)(=O)c3ccc4c(c3)OCCO4)CC2)cc1F
    / | ?
- Cc1ccc(-c2cn3cccnc3n2)cc1NC(=O)Nc1ccc(F)cc1
    / | 1%
- COc1cccc(N2C(=O)CSC23C(=O)N(Cc2ccccc2)c2ccccc23)c1 (configuration not stated)
    / | -3%
- O=c1c2c(-c3ccccc3)csc2ncn1/N=C/c1cn(-c2ccccc2)nc1-c1cccs1
    / | 2%
- Cc1ccc(S(=O)(=O)N(CCc2ccccc2)CC(=O)Nc2ccccc2C)cc1
    / | 0%
- CSc1cccc(NC(=O)N2CCN(S(=O)(=O)c3ccc4c(ccn4C)c3)CC2)c1
    / | 8%
- Cc1ccc(NC(=O)/C=C/c2ccc(Cl)cc2)c(Br)c1
    / | 1%
- O=S(=O)(c1ccc2c(c1)OCCO2)N1CCN(S(=O)(=O)c2cccc[n+]2[O-])CC1
    / | 0%
- CCCCSCCCNC(=O)CN1C(=O)COc2ccc(S(=O)(=O)N3CCC(C)CC3)cc21
    / | 6%
- COc1cc2cc(CNc3ccccc3)c(=O)n(CC(=O)Nc3ccc(C)c(Cl)c3)c2cc1OC
    / | 6%
- Cc1ccc(CSc2nnc(-c3cccc4ccccc34)o2)cc1
    / | 45µM*
- COc1cc(F)c(S(=O)(=O)N2CCCN(S(=O)(=O)c3ccc4c(c3)OCCO4)CC2)c(F)c1
    / | 0%
- Cc1c(P(=S)(c2ccccc2)c2ccccc2)[n+]2ccccc2n1C/C=C/c1ccccc1
    / | 4%
- NC(=O)c1ccnc2c(O)cccc12
    / | 0%
- CCOC(=O)Cn1c(=O)n(C2CCCCC2)c2nc(-c3ccc(OCC)cc3)nc(C(N)=O)c21
    / | 2%
- O=C1CCc2cc(S(=O)(=O)Nc3ccc(Cl)c(Cl)c3)ccc2N1
    / | 1%
- O=C(CN1C(=O)COc2ccc(S(=O)(=O)N3CCCC3)cc21)N1CCN(c2ccc(F)cc2)CC1
    / | 4%
- O=S(=O)(c1ccc(C2CCCCC2)cc1)N1CCN(c2ccc(Cl)c(Cl)c2)CC1
    / | -1%
- O=C(NCc1ccc(F)cc1)n1c(-c2ccccc2)c(P(=S)(c2ccccc2)c2ccccc2)c2ccccc21
    / | -2%
- Cc1ccc(S(=O)(=O)NC(N)=NCCC[C@@H](NC(=O)CNC(=O)c2ccccc2)C(=O)Nc2cc(C(F)(F)F)ccc2Cl)cc1
    / | 0%
- O=C(Cc1nnc(CNC(=O)c2ccccc2)o1)Nc1cc(C(F)(F)F)ccc1Cl
    / | 0%
- CCc1cccc(N2C(=O)CSC23C(=O)N(Cc2ccccc2F)c2ccccc23)c1 (configuration not stated)
    / | 0%
- COc1c(Cl)cc(Cl)cc1/C=C(\C#N)c1nc2ccccc2[nH]1
    / | 6%
- Cc1cccc(NC(=O)C2CCN(S(=O)(=O)c3ccc4c(c3)CCCC(=O)N4)CC2)c1
    / | 2%
- CSc1cccc(NC(=O)c2cnn(-c3ccc(F)cc3)c2-n2cccc2)c1
    / | 8%
- CCc1cccc(NC(=O)c2cc3c(s2)-c2ccccc2OC3)c1
    / | -15%
- Nc1nc(NC2CC2)c2ncn([C@H]3C=C[C@@H](CO)C3)c2n1
    / | 0%
- CC(C)CNc1nc(C#N)nc(Nc2ccccc2)n1
    / | 6%
- CC(C)(C)n1ncc2c(=O)n(Cc3ccccc3Br)cnc21
    / | -5%
- CC(C)CN(C[C@@H](OP(=O)(O)O)[C@H](Cc1ccccc1)NC(=O)O[C@H]1CCOC1)S(=O)(=O)c1ccc(N)cc1
    3% | /
- NC(=O)c1cccc(-c2ccnc3c2CC(C(=O)NCc2cccc(Cl)c2)O3)c1 (configuration not stated)
    15µM* | /
- COc1ccc(C2NCCCC2c2ccccc2)cc1 (configuration not stated)
    ? | /
- O=C(NCC1CC1)c1cc(-c2ccccc2)nn1CC1CC(c2cccc([N+](=O)[O-])c2)=NO1 (configuration not stated)
    ? | /
- Cc1ccc(S(=O)(=O)N2CC3(O)CN(C(=O)OC(C)C)N(C(=O)OC(C)C)CC3(OC(=O)NC3CC3)C2)cc1 (configuration not stated)
    ? | /
- CC1(C(=O)NS(=O)(=O)c2ccc(Cl)cc2)CCN1C(=O)CCc1cccs1 (configuration not stated)
    -1% | /
- COc1ccccc1CNc1nc(Nc2ccccc2OC)c2sccc2n1
    4.6µM* | /
- COC(=O)C[C@H]1CC[C@H](NS(=O)(=O)c2cn(C)cn2)[C@@H](CO)O1
    16% | /

# Next results follow.
# Results follow in this order: DT40 TDP1 no CPT | TDP1 block
- Cc1ccc(S(=O)(=O)N2[C@@H](Cc3ccccc3)CO[C@H]2CC(=O)c2ccccc2)cc1
    -27% | /
- Cc1ncc2c(c1CNS(=O)(=O)N(C)C)CCN(C(=O)/C=C/c1ccccc1Cl)C2
    ? | /
- Cc1c(C(=O)N(C)C2CCOC2)sc2ncnc(NCC3(c4ccccc4)CCOCC3)c12 (configuration not stated)
    -23% | /
- CC(=O)SCC(CC(=O)c1ccc(C)cc1)C(=O)O (configuration not stated)
    -1% | /
- CCOC(=O)c1cc2c(OC)c(OC)ccc2c2[nH]cc(C#N)c(=O)c12
    ? | /
- O=S1(=O)CCN(C2CCCCCCCCCCC2)CC1
    21µM* | /
- Cc1ccc(C(O)c2ncc(-c3ccc(Cl)cc3)[nH]2)cc1 (configuration not stated)
    ? | /
- COC(=O)c1cccc(CN2C(=O)C(C)Sc3cc(Cl)ccc32)c1 (configuration not stated)
    ? | /
- O=C(O)c1cc(O)c2c(c1)[C@@H]([C@H]1c3cc(C(=O)O)cc(O)c3C(=O)c3c(O[C@@H]4O[C@H](CO)[C@@H](O)[C@H](O)[C@H]4O)cccc31)c1cccc(O[C@@H]3O[C@H](CO)[C@@H](O)[C@H](O)[C@H]3O)c1C2=O
    ? | /
- COc1cccc(S(=O)(=O)N(C)C[C@@H]2OCc3cnnn3CCCC(=O)N([C@H](C)CO)C[C@@H]2C)c1
    -21% | /
- CCc1cccc2c1NC(=O)C2=O
    -14% | /
- O=C(COc1ccccc1)NC(=S)Nc1cccc2c(O)cccc12
    26µM* | /
- CC(C)(C)c1cc(NC(=O)C2(C)CCN2C(=O)C2(c3ccccc3)CCCC2)no1 (configuration not stated)
    15µM* | /
- Cc1[nH]c2ccccc2c1/C=C/c1c[nH]c2ccccc12
    11µM* | /
- CCCCCCNc1ccc(/C=C/c2ccnc3ccccc23)cc1
    13µM* | /
- CC(C)c1ccc(NC(=O)C(C)N(c2ccccc2)S(C)(=O)=O)cc1 (configuration not stated)
    ? | /

# Source: PubChem BioAssay
